Source: PubChem (several laboratories)
Autophagy mod = modulators of autophagy; MEF GFP-LC3 puncta imaging; test concentration mostly 10 µM; calls only at 10 µM (by protocol); hit rate 0.98% among 190,000; AID 463193;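 active = percentage of spot-positive cells more than 3 SD above its plate mean, without a fluorescence outlier flag or 80% toxicity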;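 note: spot-positive cell cutoff set from DMSO-treated cells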
Hep lipid drop = hepatic lipid droplet formation modulation; AML12 mouse hepatocytes, oleate lipid droplets, BODIPY imaging; inhibition, % at 6.5 µM; hit rate 0.4% among 240,000; AID 1656;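 active = lipid droplet intensity inhibited by at least 50%, with more than 500 cells counted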
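System: AML12 hepatocytes (mouse). Probe or stimulus: oleic acid at 100 µM to induce lipid droplet formation. Times: overnight treatment with compound plus oleate. Detection: Image-based BODIPY and DAPI two-channel analysis. Evaluation: percent inhibition of filter-corrected integrated lipid droplet intensity per well.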
T cell HTS = T cell immune modulators affecting CD8 T cell-vesicle binding. calls only at 7 µM. AID 2052. 2C CD8+ T cell-vesicle binding, flow cytometry; stronger effect = lower value. hit rate 0.068% among 330,000;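 active = response, share of CD8 T cells binding vesicles, and their 90th percentile fluorescence all below set limits, cut at about 80% in these data, passing the limit was not always enough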
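Test system: purified 2C TCR transgenic mouse naive CD8+ T cells. Probe or stimulus: QL9-peptide-loaded Drosophila micro-vesicles bearing Ld, ICAM-1 and B7-1. Incubation: binding step 1.5 h, 37 °C, antibody labelling 20 min, ice. Measured by: flow cytometry of vesicle-bound cells.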
bCat nuc transl = modulators of beta-catenin nuclear translocation | HeLa beta-catenin nuclear translocation, immunofluorescence imaging | nuclear translocation activity, % at 5 µM | hit rate 0.3% among 190,000 | AID 1665;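 active = nuclear translocation activity above 50% at 5 µM, with a well cell count of 50 or more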;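 note: per-cell ratio of nuclear to cytoplasmic median beta-catenin stain intensity; plate controls were DMSO negative control for no effect and GSK-3 inhibitor IX positive control for full effect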
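Technique: fluorescence imaging of beta-catenin antibody stain plus DAPI / Material: human HeLa cell line / Incubation: compound treatment 24 h, 37°C, 5% CO2 / Read-out basis: % activation of per-cell nuclear versus cytoplasmic median beta-catenin signal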
MT stabilize HCS = stabilizes microtubules in HeLa cells | HeLa tubulin immunostaining HCS, 24 h; share of cells brighter than vehicle mean+2SD | AID 2205 | % tubulin-high responders, % at 10 µM | hit rate 0.83% among 200,000;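 active = plate Z-score above 3 for both tubulin-high and condensed-nucleus cell shares, with cell loss under 80%, at 10 µM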;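 note: anti alpha tubulin signal scored within the nucleus-defined area of each cell; some results filed as inactive read as strong as hits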
Hep lipid drop cells 6.5 µM = second read-out of Hep lipid drop, no call of its own (marks repeat the call); cell count; measured here: cell count, cytotoxicity flag;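 cells counted across two imaged fields per well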
bCat nuc transl cell count 5 µM = second read-out of bCat nuc transl, no call of its own (marks repeat the call); cell count; measured here: cell count, cytotoxicity flag
T cell HTS vesicle-bound % = further read-out of T cell HTS, marked with its call; double positive events, %; measured here: CD8+ vesicle-bound cell fraction;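 binding gate set so that unloaded-vesicle control wells show 10% double positive cells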
MT stabilize HCS Hoechst-high % = also measured in MT stabilize HCS; calls as there; % Hoechst-high responders; measured here: nuclear condensation Hoechst responders;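 share of cells brighter than vehicle mean plus two SD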
MT stabilize HCS cytotoxicity % = second read-out of MT stabilize HCS, no call of its own (marks repeat the call); toxicity, %; measured here: cytotoxicity by cell density;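 0% = mean cell density of plate MIN control wells and 100% = no cells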
Autophagy mod cell loss 18 h = recorded beside Autophagy mod, whose call it bears; toxicity, %; measured here: cell loss, nuclei count;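 cell loss after 18 h compound exposure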
Numbers without * were called inactive; i = inactive; x = no result given. Some of the compounds tested; rates above refer to the full screens.

entry | SMILES | Autophagy mod | Autophagy mod cell loss 18 h | Hep lipid drop | Hep lipid drop cells 6.5 µM | T cell HTS | T cell HTS vesicle-bound % | bCat nuc transl | bCat nuc transl cell count 5 µM | MT stabilize HCS | MT stabilize HCS Hoechst-high % | MT stabilize HCS cytotoxicity %
1 | Cc1c(C(=O)Nc2ccccc2)cc(-c2ccccc2)n1CCCN1CCOCC1 | x | x | -10 | 703 | i | 25 | 2.4 | 934 | x | x | x
2 | O=c1[nH]c(=O)n(Cc2ccc(F)cc2)c(O)c1/C=N/Nc1ccccc1 | x | x | -14 | 697 | i | 49 | -0.4 | 1371 | x | x | x
3 | CC(=NCc1ccc2c(c1)OCO2)c1c(O)n(-c2ccc(C)cc2)c(=O)[nH]c1=O | x | x | 9 | 756 | i | 34 | 2.0 | 1303 | x | x | x
4 | CCn1ncc(/C=C2/CC3C4CC=C5CC(O)CCC5(C)C4CCC3(C)C2=O)c1C (centres undefined) | i | -8 | x | x | x | x | x | x | 3.8 | 2.6 | 5.0
5 | O=c1[nH]c(O)c(C=NC2CCN(Cc3ccccc3)CC2)c(=O)[nH]1 | i | -3 | x | x | i | 50 | x | x | 2.7 | 1.9 | 8.8
6 | COCCn1c(-c2ccccc2)cc(C(=O)O)c1C | i | -6 | x | x | i | 35 | x | x | 3.3 | 1.7 | 4.1

Five compounds already listed, ordered by count of non-hydrogen atoms, descending:
entry | SMILES | Autophagy mod | Autophagy mod cell loss 18 h | Hep lipid drop | Hep lipid drop cells 6.5 µM | T cell HTS | T cell HTS vesicle-bound % | bCat nuc transl | bCat nuc transl cell count 5 µM | MT stabilize HCS | MT stabilize HCS Hoechst-high % | MT stabilize HCS cytotoxicity %
1 | Cc1c(C(=O)Nc2ccccc2)cc(-c2ccccc2)n1CCCN1CCOCC1 | x | x | -10 | 703 | i | 25 | 2.4 | 934 | x | x | x
3 | CC(=NCc1ccc2c(c1)OCO2)c1c(O)n(-c2ccc(C)cc2)c(=O)[nH]c1=O | x | x | 9 | 756 | i | 34 | 2.0 | 1303 | x | x | x
2 | O=c1[nH]c(=O)n(Cc2ccc(F)cc2)c(O)c1/C=N/Nc1ccccc1 | x | x | -14 | 697 | i | 49 | -0.4 | 1371 | x | x | x
5 | O=c1[nH]c(O)c(C=NC2CCN(Cc3ccccc3)CC2)c(=O)[nH]1 | i | -3 | x | x | i | 50 | x | x | 2.7 | 1.9 | 8.8
6 | COCCn1c(-c2ccccc2)cc(C(=O)O)c1C | i | -6 | x | x | i | 35 | x | x | 3.3 | 1.7 | 4.1
